BCLXL inh: blocks human Bcl-xL binding to Bim BH3 peptide. GST-Bcl-xL / FITC-Bim BH3 peptide fluorescence polarization. actives 0.7% (n = 320,000). inhibition, % at 10.9 µM. AID 2129;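 active means inhibition above the mean of all tested compounds plus 3 SD, cutoff set per campaign, cut at about 30% in these data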;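 further: 0% = DMSO wells and 100% = unlabeled Bim-BH3 peptide competitor; inhibitors lower millipolarization by displacing the labeled peptide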
Fam108B counter: Fam108B inhibition, counter-screen for RBBP9 inhibitors | recombinant Fam108B, FP-Rh probe fluorescence polarization | inhibition, % at 9.51 µM | AID 1947 | actives 0.33% (n = 300,000);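 active means inhibition above the screen mean inhibition plus 3 SD, computed separately per campaign, cut at about 18% in these data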;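 further: inhibitors lower polarization as less probe binds the enzyme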
GLD-1 RNA inh: GLD-1-TGE RNA interaction inhibition (C. elegans) | Q17339 | purified GLD-1 + fluorescein TGE RNA, fluorescence polarization | inhibition, % at 5.96 µM | actives 0.44% (n = 320,000) | AID 2280;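 active means percent inhibition above a per-plate cutoff, the plate mean of test compounds plus 3 SD, cut at about 30% in these data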;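 further: 0% = DMSO wells with GLD-1 and probe and 100% = wells lacking GLD-1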
Target sequence (Q17339 whole entry, looked up): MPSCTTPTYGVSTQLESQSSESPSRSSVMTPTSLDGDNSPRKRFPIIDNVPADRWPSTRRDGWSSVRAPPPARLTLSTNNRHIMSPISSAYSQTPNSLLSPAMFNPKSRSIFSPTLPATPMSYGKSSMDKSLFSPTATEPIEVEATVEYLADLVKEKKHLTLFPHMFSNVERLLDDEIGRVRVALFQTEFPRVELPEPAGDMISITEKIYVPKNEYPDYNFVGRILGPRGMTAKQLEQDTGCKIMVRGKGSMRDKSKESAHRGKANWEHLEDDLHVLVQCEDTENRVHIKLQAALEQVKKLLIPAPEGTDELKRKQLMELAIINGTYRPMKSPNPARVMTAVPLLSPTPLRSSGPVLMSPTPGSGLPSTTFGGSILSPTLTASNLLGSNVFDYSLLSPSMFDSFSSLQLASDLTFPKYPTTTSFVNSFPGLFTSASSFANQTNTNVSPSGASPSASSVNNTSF
EBNA-1 inh: blocks EBNA-1 binding to DNA; EBNA-1 DNA binding, fluorescence polarization; inhibition, % at 14.8 µM; actives 0.34% (n = 300,000); in the data active means inhibition above about 28%
Yeast superoxide: yeast age-related superoxide inhibition as caloric restriction mimetic; actives 0.18% (n = 330,000); S. cerevisiae aged cells, superoxide DHE fluorescence; hits give low values; superoxide response (% of plate mean), % at 10 µM;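 active means superoxide response under a set limit, about three screen SD below normal, cut at about 65% in these data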;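 further: yeast aged for seven days with compound at 30 °C before DHE staining; 100% = average MFI of all compound-treated wells on the plate with controls excluded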
ZTA DNA inh: blocks Epstein-Barr virus ZTA, an EBNA-1 counter-screen | P03206 | ZTA-DNA binding, fluorescence polarization | inhibition, % at 11 µM | actives 0.15% (n = 320,000) | AID 2234; in the data active means inhibition above about 33%
Efflux pump mplx: blocks antifungal efflux pumps in multiplex yeast assay; S. cerevisiae Candida pump triplex, Nile Red efflux; inhibition, % at 10 µM; actives 0.44% (n = 330,000); AID 485275;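 active means plate passing quality check with inhibition over a set limit, or well fluorescence over plate mean plus 4 SD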;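 further: Nile Red retained in pooled yeast measured as flow cytometry median fluorescence; 0% = buffer negative control and 100% = Enniatin B positive control; higher means more Nile Red kept so more efflux inhibition; some compounds called inactive have numbers as strong as hits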
MCL1-BIM inh: disrupts human MCL1 binding to BIM-BH3 peptide; actives 0.68% (n = 320,000); Q07820; GST-MCL1 / FITC-Bim-BH3 fluorescence polarization; inhibition, % at 10.9 µM;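 active means inhibition above the mean inhibition of all tested compounds plus 3 SD, set per campaign, cut at about 40% in these data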;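 further: 0% = DMSO wells and 100% = unlabeled Bim-BH3 peptide control; higher means more loss of mP so more displacement of Bim peptide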
MEX-5 binding: C. elegans MEX-5 TCR-2 RNA binding activity | Q9XUB2 | MEX-5/FITC-TCR2 RNA binding, fluorescence polarization; hits give low values | activity score (negative = inhibition of binding), % at 10 µM | actives 0.38% (n = 300,000) | AID 1832;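 active means inhibition past about -25% in most replicates, and total fluorescence under double the plate's negative control median, limit read from the data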;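 further: 0% = DMSO and -100% = 5 µM competing unlabeled TCR2 RNA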
Target sequence (Q9XUB2 whole entry, looked up): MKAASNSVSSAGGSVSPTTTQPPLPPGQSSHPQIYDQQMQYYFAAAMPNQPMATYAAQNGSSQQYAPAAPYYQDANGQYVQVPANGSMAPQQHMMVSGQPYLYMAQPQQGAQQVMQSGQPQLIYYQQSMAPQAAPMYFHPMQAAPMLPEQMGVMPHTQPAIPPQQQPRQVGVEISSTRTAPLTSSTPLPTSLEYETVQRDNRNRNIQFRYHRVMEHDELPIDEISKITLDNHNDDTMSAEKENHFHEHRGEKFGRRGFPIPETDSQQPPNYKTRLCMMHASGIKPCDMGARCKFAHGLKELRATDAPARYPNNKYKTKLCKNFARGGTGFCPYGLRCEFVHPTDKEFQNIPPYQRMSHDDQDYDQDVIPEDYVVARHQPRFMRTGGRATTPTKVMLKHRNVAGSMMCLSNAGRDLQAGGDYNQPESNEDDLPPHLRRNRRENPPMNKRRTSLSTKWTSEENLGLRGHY
* hit, by the source's call; · = not tested or not shown. Random draw from the library; about 2.3% have a hit in one of these screens.

SMILES	BCLXL inh	Fam108B counter	GLD-1 RNA inh	EBNA-1 inh	Yeast superoxide	ZTA DNA inh	Efflux pump mplx	MCL1-BIM inh	MEX-5 binding
CC1CCCCN1C(=O)COC(=O)c1ccc2ccccc2n1 (stereo not drawn)	1	·	7	·	107	-11	0.0	7	·
C/C(=N\N1CCN(Cc2ccc(C)cc2)CC1)c1ccco1	2	-1	0	2	98	-18	0.6	-1	-0.4
CCN(CC#CCC1(O)c2ccccc2-c2ccccc21)C(C)C	5	1	3	-7	92	0	0.1	8	2.1
COc1cccc(NC(=O)Cn2nc(Cc3cccnc3)c3ccccc3c2=O)c1	3	-2	0	3	106	8	0.0	1	3.2
O=S(=O)(Nc1ccc2ccccc2n1)c1ccc2c(c1)CCO2	4	-1	9	-8	95	-11	0.0	4	-4.2
Cc1ccc(S(=O)(=O)NCCC(=O)NCc2ccco2)cc1	4	2	8	8	85	-16	-0.4	1	0.1
CC1=NN(c2ccccc2)C(=O)/C1=C/c1cccc(C)c1	3	3	2	2	91	-17	0.0	-1	-3.2
CSc1ccccc1NC(=O)COC(=O)Cc1cccs1	6	1	7	7	101	4	-0.1	4	0.4
COC(CN(C(=O)CCl)C(C(=O)NC1CCCCC1)c1ccccc1C)OC (stereo not drawn)	2	1	-3	-9	100	7	-0.1	0	0.0
CCOC(=O)Cc1csc(NC(=O)CN2C(=O)c3ccccc3S2(=O)=O)n1	7	1	6	7	101	-1	0.1	6	·
COC(=O)[C@H](CC(C)C)NC(=O)Nc1ccc(F)cc1	8	-2	-1	2	90	22	0.0	4	1.0
Cc1cccc(NC(=O)CCn2ccnc2C)c1	-2	3	-7	-6	86	-1	0.0	0	0.5
NC(=O)/C(=C\c1ccccc1)NC(=O)c1ccc(NC(=O)c2ccccc2)cc1	2	-4	-2	0	107	8	-0.1	-1	·
COc1ccc(CCN(Cc2cc3cc(C)ccc3[nH]c2=O)C(=O)N2CCCC2)cc1OC	2	0	0	1	90	-6	0.1	-2	0.7
CC1(OC(=O)C2CCCC2)C(=O)C=C2C=C(c3ccsc3)N(Cc3ccco3)C=C2C1=O (stereo not drawn)	34*	5	12	13	95	-17	-0.1	38	-3.1
N/N=C1\CCCc2nonc21	2	0	4	-6	91	-3	0.1	1	-1.4
Cc1cccc(NC(=O)c2cccc(C(F)(F)F)c2)c1	4	-1	0	0	131	-14	0.0	4	-1.6
COc1ccccc1CN1C[C@@H]2C[C@@H](c3ccc(C)cc3)N3CCC[C@@]23C1=O	1	2	-2	-10	103	-20	0.0	-3	2.8
Cc1nn(CC(=O)NCCN2CCOCC2)c(=O)c2cc3sccc3n12	6	-11	-10	-2	109	2	0.0	2	1.7
Cc1ccc(S(=O)(=O)NCCSc2nnc(N)s2)cc1	-2	1	0	1	99	6	0.4	-3	1.0
COc1cccc(COC(=O)c2sc3nc4n(c(=O)c3c2C)CCC4)c1OC	3	1	-1	-7	113	-8	-0.3	4	-5.9
COc1cccc(CC(=O)Nc2ccc3c(c2)OC2(CCCC2)O3)c1	-3	·	-4	·	83	-9	0.0	-12	·
COc1cccc(NC(=O)CN(C)C(=O)c2ccccc2Sc2ccccc2C#N)c1	3	·	-2	·	112	-14	-0.1	9	·
O=C(N/N=C/c1cccc(O)c1)c1ccccc1O	6	2	-1	2	97	-26	0.0	19	-0.4
COc1ccc(NC(=S)NNc2ccc([N+](=O)[O-])cc2S(=O)(=O)Nc2ccc(C)cc2C)cc1	-1	32*	6	-5	88	-9	0.1	-12	-1.6
CCOC(=O)CNC(=O)Cn1cnc2ccc(S(=O)(=O)N3CCC(C)CC3)cc2c1=O	1	-6	4	2	94	12	0.0	9	4.0
Cc1nc2sccn2c(=O)c1S(=O)(=O)NCC1CCN(Cc2ccccc2Cl)CC1	1	2	-1	-7	122	-2	0.2	-7	-2.7
COc1ccc(S(=O)(=O)N2CCOCC2)cc1NC(=O)c1cc(=O)[nH]c2ccccc12	3	·	3	·	84	1	-0.1	2	·
Cc1nn(CC(=O)NCCCN2CCN(C)CC2)c(=O)c2cc(-c3ccccc3)nn12	1	-2	0	-7	107	-20	0.0	10	1.8
CC(C)(C)N1C(=O)[C@H]2[C@@H](c3ccc(Br)cc3)N3C(=O)N(c4ccccc4)C(=O)[C@@]3(C)[C@H]2C1=O	4	-2	-1	12	103	4	-0.1	9	0.6
COc1ccc(OCC(=O)NCc2cccnc2)cc1	1	-4	4	-15	95	1	0.2	-1	-1.7
CC(C)c1nnc(NC(=O)C2CC(=O)N(CCc3ccc(F)cc3)C2)s1 (stereo not drawn)	4	3	-12	11	115	7	-0.1	2	1.0
Cc1nn(C)c(C)c1NS(=O)(=O)c1ccc(OC(F)(F)F)cc1	0	0	3	-10	100	-10	0.1	-3	-3.8
COc1ccc(CNC(=O)Cc2csc(Nc3nc(=S)[nH]c4ccccc34)n2)cc1	4	-33	-4	8	88	5	0.2	3	-4.8
Cc1ccc(C)c(NC(=S)NCc2cccn2C)c1	-2	3	2	13	119	4	0.0	5	1.4
C/C(=N\N1CCN(C2c3ccccc3-c3ccccc32)CC1)c1cccnc1	1	0	4	1	113	-16	0.3	-2	-2.9
C#CCSc1nnc(-c2ccccc2)c(=O)[nH]1	5	1	0	-2	164	2	0.0	-2	1.3
COc1ccc(C(N)=O)cc1NC(=O)CC(O)(C(F)(F)F)C(F)(F)F	6	0	1	1	111	24	0.0	6	-3.1
COc1ccc(C2=NOC(COC(=O)c3ccc4ccccc4n3)C2)cc1 (stereo not drawn)	4	-2	4	12	105	9	0.1	7	0.7
O=C(NC1CCCc2ccccc21)c1cccc(Br)c1 (stereo not drawn)	7	-3	-2	5	82	4	-0.1	-1	-0.3

Arranged by SMILES length (highest first): some entries from above.
SMILES	BCLXL inh	Fam108B counter	GLD-1 RNA inh	EBNA-1 inh	Yeast superoxide	ZTA DNA inh	Efflux pump mplx	MCL1-BIM inh	MEX-5 binding
CC(C)(C)N1C(=O)[C@H]2[C@@H](c3ccc(Br)cc3)N3C(=O)N(c4ccccc4)C(=O)[C@@]3(C)[C@H]2C1=O	4	-2	-1	12	103	4	-0.1	9	0.6
CC1(OC(=O)C2CCCC2)C(=O)C=C2C=C(c3ccsc3)N(Cc3ccco3)C=C2C1=O (stereo not drawn)	34*	5	12	13	95	-17	-0.1	38	-3.1
COc1ccc(CCN(Cc2cc3cc(C)ccc3[nH]c2=O)C(=O)N2CCCC2)cc1OC	2	0	0	1	90	-6	0.1	-2	0.7
Cc1nc2sccn2c(=O)c1S(=O)(=O)NCC1CCN(Cc2ccccc2Cl)CC1	1	2	-1	-7	122	-2	0.2	-7	-2.7
COc1ccc(C(N)=O)cc1NC(=O)CC(O)(C(F)(F)F)C(F)(F)F	6	0	1	1	111	24	0.0	6	-3.1
COC(CN(C(=O)CCl)C(C(=O)NC1CCCCC1)c1ccccc1C)OC (stereo not drawn)	2	1	-3	-9	100	7	-0.1	0	0.0
COc1ccc(C2=NOC(COC(=O)c3ccc4ccccc4n3)C2)cc1 (stereo not drawn)	4	-2	4	12	105	9	0.1	7	0.7
Cc1nn(CC(=O)NCCN2CCOCC2)c(=O)c2cc3sccc3n12	6	-11	-10	-2	109	2	0.0	2	1.7
O=S(=O)(Nc1ccc2ccccc2n1)c1ccc2c(c1)CCO2	4	-1	9	-8	95	-11	0.0	4	-4.2
COC(=O)[C@H](CC(C)C)NC(=O)Nc1ccc(F)cc1	8	-2	-1	2	90	22	0.0	4	1.0
Cc1cccc(NC(=O)c2cccc(C(F)(F)F)c2)c1	4	-1	0	0	131	-14	0.0	4	-1.6
O=C(N/N=C/c1cccc(O)c1)c1ccccc1O	6	2	-1	2	97	-26	0.0	19	-0.4
COc1ccc(OCC(=O)NCc2cccnc2)cc1	1	-4	4	-15	95	1	0.2	-1	-1.7
Cc1cccc(NC(=O)CCn2ccnc2C)c1	-2	3	-7	-6	86	-1	0.0	0	0.5

(listing goes on)
SMILES	BCLXL inh	Fam108B counter	GLD-1 RNA inh	EBNA-1 inh	Yeast superoxide	ZTA DNA inh	Efflux pump mplx	MCL1-BIM inh	MEX-5 binding
COc1ccc(CCn2c(N3CCN(C)CC3)nc3c2c(=O)[nH]c(=O)n3C)cc1	1	2	6	-14	97	8	0.2	8	0.4
CN(C)c1oc(-c2ccco2)nc1C#N	0	-2	5	5	101	1	0.0	2	0.3
Cc1ccc(S(=O)(=O)N2N=C3CCCCC3C2(O)C(F)(F)F)cc1 (stereo not drawn)	0	6	-1	-13	87	-20	-0.3	4	-0.4
CCOc1ccc(CCN2C(=O)c3cccnc3C2=O)cc1OCC	-1	-1	-1	11	109	-4	0.0	-3	1.4
CC(OC(=O)c1cc(=O)[nH]c2ccccc12)C(=O)Nc1ccc(Cl)cn1 (stereo not drawn)	-2	·	1	·	71	-5	-0.1	-11	·
CCN(CC(=O)Nc1ccc(NC(C)=O)cc1)C(=O)C1CCCC1	2	·	-1	·	85	-4	-0.1	3	·
Cc1cc(C(=O)Nc2ccc(S(=O)(=O)Nc3onc(C)c3C)cc2)c(C)o1	0	-1	-1	3	134	6	0.0	3	-0.1
CC(C)NC(=O)CSc1nc2[nH]ncc2c(=O)[nH]1	7	1	-5	-12	109	-13	-0.1	13	0.5
CCCCCNC(=O)c1ccc2c(=O)n(CC3CCCO3)c(=S)[nH]c2c1 (stereo not drawn)	4	4	-7	-5	94	1	-0.1	0	-1.9
O=C(CSCCO)Nc1ccccc1	-1	-2	0	-5	104	6	0.0	2	0.3
COc1cccc(CC(=O)OCC(=O)N(C)CC(=O)Nc2ccc(F)cc2)c1	-4	-2	3	-14	121	-13	0.2	-10	-2.2
O=C(c1ccc(NS(=O)(=O)c2ccccc2)cc1)N1CCOCC1	-1	-2	-5	-19	98	-3	0.7	-12	-1.5
CCOC(=O)C1=C(c2ccccc2)NC(=O)NC1c1cc(OC)c(OC)cc1OC (stereo not drawn)	-2	0	3	20	100	12	0.0	-4	3.5
C[C@H](NC(=O)c1nc[nH]c1C(=O)N1CCNCC1)C(=O)OC(C)(C)C	4	-1	4	5	95	-1	-0.1	9	1.3
Cn1c(=O)c2c(nc(N/N=C/c3cccs3)n2Cc2ccc(Br)cc2)n(C)c1=O	-6	14	7	-9	96	7	-3.6	-1	-4.5
COc1cc(C(=O)Oc2ccc3c(c2)OCC3=O)cc(OC)c1OC	1	1	0	3	90	-1	0.1	3	0.6
CCNc1nc2ccccc2[nH]1	7	5	0	9	90	-16	-0.3	-2	-0.5
CCC(C(=O)n1cccc1C#N)c1ccccc1C (stereo not drawn)	-2	·	-3	·	105	-14	-0.2	-4	·
CCCCc1cc(=O)oc2cc(C)cc(OCC(=O)N3CCC(C(=O)O)CC3)c12	5	-2	0	-2	92	-13	-0.2	2	-2.3
CN(C)C(=S)SCC(=O)NCc1ccc(F)cc1	7	0	9	3	102	13	-0.1	8	1.2

Single records (already shown). Order of screens: BCLXL inh | Fam108B counter | GLD-1 RNA inh | EBNA-1 inh | Yeast superoxide | ZTA DNA inh | Efflux pump mplx | MCL1-BIM inh | MEX-5 binding
CCOc1ccc(CCN2C(=O)c3cccnc3C2=O)cc1OCC as listed: -1 | -1 | -1 | 11 | 109 | -4 | 0.0 | -3 | 1.4
CC(C)NC(=O)CSc1nc2[nH]ncc2c(=O)[nH]1 as listed: 7 | 1 | -5 | -12 | 109 | -13 | -0.1 | 13 | 0.5
